Screens as filed in PubChem BioAssay.
BAP1 block = blocks human BAP1 ubiquitin-AMC hydrolysis | Q92560 | recombinant BAP1, Ub-AMC hydrolysis fluorescence kinetic; hits give low values | activity remaining (% of control), % at 20 µM | actives 0.48% (n = 72,000) | AID 436;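 active = activity remaining at or below 50% of control, provided the compound also passes the data quality filters; inactive = the rest, including low values that fail the filters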;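 also: 100% = DMSO wells rate and 0% = substrate alone blank rate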
Target sequence (Q92560 whole entry, looked up): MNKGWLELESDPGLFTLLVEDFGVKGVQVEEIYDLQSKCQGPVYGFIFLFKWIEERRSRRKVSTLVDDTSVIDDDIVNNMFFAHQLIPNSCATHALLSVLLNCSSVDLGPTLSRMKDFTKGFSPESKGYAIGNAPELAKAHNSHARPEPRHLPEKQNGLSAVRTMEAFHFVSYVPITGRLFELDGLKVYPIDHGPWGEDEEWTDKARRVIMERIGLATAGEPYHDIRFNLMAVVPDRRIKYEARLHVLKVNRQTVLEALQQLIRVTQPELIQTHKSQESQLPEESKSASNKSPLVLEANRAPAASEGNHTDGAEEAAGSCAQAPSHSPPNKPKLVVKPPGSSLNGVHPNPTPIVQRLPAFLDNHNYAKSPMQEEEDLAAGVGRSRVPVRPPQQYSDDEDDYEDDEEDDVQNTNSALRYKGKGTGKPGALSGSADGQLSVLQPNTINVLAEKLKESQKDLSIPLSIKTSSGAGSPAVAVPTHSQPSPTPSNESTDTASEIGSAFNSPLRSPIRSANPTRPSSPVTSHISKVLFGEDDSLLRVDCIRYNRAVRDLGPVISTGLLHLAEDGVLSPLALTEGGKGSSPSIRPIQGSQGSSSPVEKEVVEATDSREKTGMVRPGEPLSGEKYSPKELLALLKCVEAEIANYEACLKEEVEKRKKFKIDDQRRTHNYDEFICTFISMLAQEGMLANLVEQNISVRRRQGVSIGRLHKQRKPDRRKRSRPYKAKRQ
HePTP inhibitor = inhibitors of human HePTP phosphatase; P35236; recombinant HePTP phosphatase activity, OD absorbance; inhibition, % at 20 µM; actives 0.64% (n = 110,000); AID 521; in the data active = inhibition above about 50%;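 also: plate controls were vehicle for no effect and reference inhibitor for full effect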
Target sequence (P35236 whole entry, looked up): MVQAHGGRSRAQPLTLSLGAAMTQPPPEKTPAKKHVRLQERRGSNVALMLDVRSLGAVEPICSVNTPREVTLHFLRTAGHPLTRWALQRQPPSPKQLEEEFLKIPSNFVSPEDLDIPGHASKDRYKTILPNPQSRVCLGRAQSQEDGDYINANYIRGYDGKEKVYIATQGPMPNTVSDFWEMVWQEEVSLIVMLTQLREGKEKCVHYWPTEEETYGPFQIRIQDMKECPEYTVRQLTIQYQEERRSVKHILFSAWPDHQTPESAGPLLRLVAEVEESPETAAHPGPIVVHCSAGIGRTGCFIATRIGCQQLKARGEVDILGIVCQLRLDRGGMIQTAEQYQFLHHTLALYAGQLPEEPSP
Starred values were filed as active, the others as inactive; . = not tested or not shown; & = joins results of further samples. These rows are one share of the data; the hit share may differ from the screen's.

SMILES | BAP1 block | HePTP inhibitor
CCOc1cc(C2NCc3ccccc3-n3cccc32)ccc1O (stereo not drawn) | 95 | -3
CC1(C)CN=C(Nc2ccc(F)c(F)c2)S1 | 105 | 5
CC(C)OCCCNC(=O)c1c(N)n(CC2CCCO2)c2nc3ccccc3nc12 (stereo not drawn) | . | -14
CN(C)C(=O)Oc1ccc(Cl)c2ccccc12 | 99 | 3
COc1ccc(CCNCc2ccc(Cl)cc2)cc1OC | . | -17
CC(C)OC(=O)c1c(N)n(Cc2ccco2)c2nc3ccccc3nc12 | 371 | 0
C=CCN1C(=O)NC(=O)C(Cc2ccc(OC)c(OC)c2)C1=O (stereo not drawn) | 85 | 5
COc1cc(C=C(C#N)C#N)cc(O)c1O | 93 | .
COc1ccccc1OCCn1cc(C=C2C(=O)NC(=O)NC2=O)c2ccccc21 | . | 26
C[C@H]1CCCC(=O)CCCCCc2cc(O)cc(O)c2C(=O)O1 | 124 | 0
CC1(C)CN1S(=O)(=O)c1ccc(Cl)cc1 (stereo not drawn) | . | 6
COc1ccc2c(c1O)-c1cccc3c1[C@@H](C2)N(C)CC3 | 87 | .
CCOC(=O)c1c(C)n(CCOC)c2ccc(O)cc12 | 99 | 2&-14
O=C1c2ccccc2C(=O)N1Cc1nc2ccccc2c(=O)n1-c1nccs1 | 84 | 10
Cc1ccc(CS(=O)(=O)CCC(=O)N2CCC3(CC2)OCCO3)cc1 | 94 | 9
O=C1C2CCCN2C(c2ccc(Cl)c(Cl)c2)N1c1ccccn1 (stereo not drawn) | 98 | 13
COc1ccc(CN2CCN(C(C)C)CC2)c(OC)c1OC | . | 15
COc1ccc(C(c2c(O)c3ccccc3oc2=O)c2c(O)c3ccccc3oc2=O)cc1CSc1ccccn1 | . | -10
CC(C)(C)c1cc(C=C(C#N)C#N)cc(C(C)(C)C)c1O | 84 | .
OC1(CN2CCOCC2)C2CC3CC(C2)CC1C3 (stereo not drawn) | 98 | -4
CN(C)c1ccc(P(=S)(N(C)C)N(C)C)cc1 | . | 8
N[C@@]1(C(=O)O)CC[C@@H](C(=O)O)C1 | 95 | .
CC(=O)c1ccccc1NC(=O)C1C2CCC(O2)C1C(=O)O (stereo not drawn) | . | 7
Cc1cc(/C=C2\C(=O)NC(=O)N(c3ccc(Cl)cc3)C2=O)c(C)n1C | . | 10

Six of the compounds above, in markdown:
| compound | BAP1 block | HePTP inhibitor |
| --- | --- | --- |
| O=C1c2ccccc2C(=O)N1Cc1nc2ccccc2c(=O)n1-c1nccs1 | 84 | 10 |
| O=C1C2CCCN2C(c2ccc(Cl)c(Cl)c2)N1c1ccccn1 (stereo not drawn) | 98 | 13 |
| COc1ccc(CCNCc2ccc(Cl)cc2)cc1OC | . | -17 |
| CC(C)OC(=O)c1c(N)n(Cc2ccco2)c2nc3ccccc3nc12 | 371 | 0 |
| OC1(CN2CCOCC2)C2CC3CC(C2)CC1C3 (stereo not drawn) | 98 | -4 |
| CC1(C)CN=C(Nc2ccc(F)c(F)c2)S1 | 105 | 5 |

Next section:
SMILES | BAP1 block | HePTP inhibitor
CCOC(=O)c1c(-c2ccccc2)n(Cc2ccccc2)c2ccc(OC(C)=O)cc12 | . | 10
O=c1[nH]c(=O)n(CCC2=CCCCC2)c(O)c1C=NCCCn1ccnc1 | 120 | 3
C[Se]C[C@H](N)C(=O)O | 102 | .
Cc1ccc(N2C(=O)NC(=O)C3(Cc4ccccc4N4CCN(c5ccccc5)CC43)C2=O)cc1 (stereo not drawn) | 70 | 9
Clc1cccc(CNCCc2c[nH]c3ccccc23)c1 | . | 4
Cc1[nH]c2cc(S(=O)(=O)O)c(Oc3ccccc3)cc2c1CCN | . | 41
CC(C)[C@H]1C(=O)N2CCC[C@H]2[C@]2(O)O[C@](NC(=O)[C@@H]3C=C4c5cccc6[nH]cc(c56)C[C@H]4N(C)C3)(C(C)C)C(=O)N12 | 101 | -11
CCN(CC)CCCN=Cc1c(O)n(CCc2ccc(F)cc2)c(=O)[nH]c1=O | 79 | -9
C=CCn1c(O)c(C(C)=Nc2ccc(C(=O)OCC)cc2)c(=O)[nH]c1=O | 86 | 3
Cc1cc(C)n2nc(C)[n+](C)c2n1 | 99 | 5
CCOc1ccc(N2C(=O)/C(=C/c3cc(Cl)ccc3O)C(=O)NC2=S)cc1 | . | -12
O=C(Nc1ccccc1)N1CNC(=N[N+](=O)[O-])NC1 | . | 4

Single records, from the list above.
`CCN(CC)CCCN=Cc1c(O)n(CCc2ccc(F)cc2)c(=O)[nH]c1=O` is listed as BAP1 block = 79; HePTP inhibitor = -9
`Cc1[nH]c2cc(S(=O)(=O)O)c(Oc3ccccc3)cc2c1CCN` is listed as BAP1 block = .; HePTP inhibitor = 41

Further structures follow.
SMILES | BAP1 block | HePTP inhibitor
CC(NC1CCCCC1)C(O)C12CC3CC(CC(C3)C1)C2 (stereo not drawn) | . | 1
CCCNc1oc(-c2cccc3ccccc23)nc1C#N | 135 | 8
O=C(O)Cn1cc(C(=O)c2ccccc2)c2ccccc21 | . | 8
COc1ccc(CN2CCN(Cc3ccc(SC)cc3)CC2)cc1 | . | 72*
COc1cc(CNCCc2ccc(Cl)cc2)cc(OC)c1OC | . | 5
O=C(c1cc2c(s1)CCCCCC2)N1CCC2(CC1)OCCO2 | 148 | 8
COc1ccc(O)c(CN2CCN(Cc3ccc(Br)cc3)CC2)c1 | . | 6
C(#CCN1CCOCC1)COCC#Cc1ccccc1 | 100 | 5
C[C@]12CCCCC1CCC1C2CC[C@@]2(C)C1CC[C@@]2(O)CC#N (stereo partly drawn) | . | 4
COC(=O)c1cc(NC(C)=O)cc(Br)c1[N+](=O)[O-] | . | 6
CC1CC2(O)c3no[n+]([O-])c3CCC2N1O (stereo not drawn) | 87 | 6
OC1(c2ccc(F)cc2)CC2CCC(C1)N2Cc1nnnn1C1CCCCC1 (stereo not drawn) | 96 | 0
CCN(CC)CCCN=C(C)c1c(O)n(C2CCCCC2)c(=O)[nH]c1=O | 80 | -2
CC(=O)OC1(c2ccc(C)cc2)CN2CCC1c1ccccc12 (stereo not drawn) | 111 | 4
O=C(CN1CCCC1=O)NCCc1ccccc1 | 111 | .
COc1ccc(N=C(C)c2c(O)n(C3CCCCC3)c(=O)[nH]c2=O)c(OC)c1 | 85 | 0
CC1CN(c2ccc([N+](=O)[O-])c(N3CCOCC3)c2)CCN1 (stereo not drawn) | . | -4
O=[N+]([O-])c1ccc2nc(N3CCNCC3)sc2c1 | . | 1
COc1cc(C2c3c(c4ccccc4oc3=O)Oc3c2c(=O)oc2ccccc32)cc(OC)c1OC | . | 6
CCCCCCCCCCCCCC(=O)O[C@@H]1[C@@H](C)[C@@]2(O)[C@@H](C=C(CO)C[C@@]3(O)C(=O)C(C)=C[C@@H]23)C2C(C)(C)[C@@]21OC(C)=O (stereo partly drawn) | 72 | .
Oc1ccc(Br)cc1CN1CCN(Cc2cccc(Cl)c2)CC1 | . | -5
Cc1cc(N2C(=O)CC(N3CCC(n4c(=O)[nH]c5ccccc54)CC3)C2=O)no1 (stereo not drawn) | 89 | 3
O=C(NCC(c1cccnc1)N1CCOCC1)Oc1ccccc1 (stereo not drawn) | 123 | 1
CCCCCn1c(=O)c(C(=O)Nc2ccccc2Cl)c(O)c2ccccc21 | . | -20
CCCCn1c(N)c(C(=O)OCC2CCCO2)c2nc3ccccc3nc21 (stereo not drawn) | 288 | 10
O=c1[nH]c2ccccc2n1CCCN1CCC(n2c(=O)[nH]c3cc(Cl)ccc32)CC1 | 82&94 | 3
COCCOC(=O)C1CN1C(C)C(=O)OC (stereo not drawn) | . | -6
C=Cn1ccnc1P(=S)(c1ccn(C)c1)c1nccn1C=C | . | 7
COCCOC(=O)C1=C(N)Oc2c(c(=O)oc3ccccc23)[C@@]12C(=O)Nc1ccccc12 | 83 | -3
O=[N+]([O-])c1ccc(CN2CCN(Cc3cccc(Cl)c3)CC2)cc1 | . | -2
COc1ccccc1-n1c(/C=C/c2ccccc2O)nc2ccccc2c1=O | . | 3
CCn1c(C(=O)N2CCC(C(=O)N3CCC4(CC3)OCCO4)CC2)cc2sccc21 | 55 | 0
CCOc1c(P(=S)(N(C)C)N(C)C)c(C)nn1-c1ccccc1 | 115 | 3
CCOC(=O)N(C)c1ccc(C(O)(C(=O)OCC)C(F)(F)F)cc1 (stereo not drawn) | 103 | 11
Cc1cc(N)n(C2CCN(C)CC2)n1 | 106 | 13
C[N+](C)(C)CC(=O)O | 97 | .
CCc1ccc(CN2CCN(C(=O)COc3ccc4ccccc4c3)CC2)cc1 | . | -11
CCN(CC)CCCN=Cc1c(O)n(-c2ccccc2F)c(=O)[nH]c1=O | 95 | 1
COc1ccc(CN2C(=O)NC(=O)/C(=C\c3ccoc3)C2=O)cc1 | . | 8
O=[N+]([O-])/N=C1/NCN(Cc2ccccc2)CN1Cc1ccccc1 | . | -4
CCC(=NCCO)c1c(O)n(-c2ccc(Cl)cc2)c(=O)[nH]c1=O | 103 | 4
COc1ccc2c(c1OC)C(=O)OC2c1c(O)n(Cc2ccc(F)cc2)c(=O)[nH]c1=O (stereo not drawn) | 101 | 7
CN1C[C@@H](CS(=O)(=O)N(C)C)C[C@@H]2c3cccc4c3c(cn4C)C[C@H]21 | 94 | .
Cc1c(C(=O)N2CCC3(CC2)OCCO3)oc2ccc(S(=O)(=O)N3CCOCC3)cc12 | . | 9
CN1CCN(/N=C/c2c(O)n(C)c(=O)n(C)c2=O)CC1 | . | 6
CCCCOC(=O)C1CN1C(C)(C)C(=O)OCC (stereo not drawn) | . | 8
Oc1ccc2c3c1O[C@H]1[C@@H](O)CC[C@@]4(O)C(C2)N(CC2CCC2)CCC314 (stereo partly drawn) | 85 | .
OC(COCc1ccc(Cl)cc1)CN1CC=C(c2ccccc2)CC1 (stereo not drawn) | 112 | 7
CCOc1ccc(-c2cc(C(=O)N3CCC4(CC3)OCCO4)c3ccccc3n2)cc1 | 61 | 10
Cc1ccc(P(=S)(c2ccc(C)o2)N2CCOCC2)o1 | 118 | -14
O=c1c2ccccc2nc(-c2ccco2)n1-c1ccc(Br)cn1 | 104 | 1&-20
CC12CNCC(C)(CNC1)C2O (stereo not drawn) | 90 | 9
Cc1ccc(-c2ccc(C=C3C(=O)NC(=S)NC3=O)o2)c(Br)c1 | . | 44
CC(=O)Nc1ccc(OC(=O)c2ccccc2N)cc1 | 51 | 3
CCC(=NCCOc1ccc(Cl)cc1)c1c(O)n(C)c(=O)n(C)c1=O | 116 | 10
COC(=O)C(=O)N1CC2(C)CNCC(C)(C1)C2=O | . | -23
CC[N+]1(C)CCCC(OC(=O)C(O)(c2ccccc2)c2ccccc2)C1 (stereo not drawn) | 160 | 6
CCCCCn1c(=O)c(C(=O)Nc2ccccc2F)c(O)c2ccccc21 | . | -8
CC12CN3CC(C)(CN(C1)C3c1cccs1)C2 (stereo not drawn) | 94 | -12
CCN1c2nc3c(C)cccn3c(=O)c2CC2(C(=O)N(C)C(=O)N(C)C2=O)C1C (stereo not drawn) | 99 | 16
Next part.
SMILES | BAP1 block | HePTP inhibitor
O=C(c1cccs1)C1CN2CCC1CC2 (stereo not drawn) | 100 | -12&2
Cc1ccccc1-n1c(/C=C/c2ccccc2O)nc2ccccc2c1=O | . | 8
CCC1(CC)C(=O)NC(=NCCc2c[nH]c3ccccc23)NC1=O | 95 | 2
CN(C)c1ccc(C=C2C(=O)NC(=O)NC2=O)cc1[N+](=O)[O-] | . | 9
CN1C2CCC1CC(OC(c1ccccc1)c1ccccc1N)C2 (stereo not drawn) | 95 | .
O=Cc1cn(Cc2c(Cl)cccc2Cl)c2ccccc12 | . | 8
CC12CN3CC(C)(CN(C1)P3(=O)Oc1ccccc1)C2=O (stereo not drawn) | 94 | -8
Cc1cccc(C(=O)NC(Oc2ccccc2[N+](=O)[O-])C(Cl)(Cl)Cl)c1 (stereo not drawn) | . | 1
CC(C)(C)C(O)C(Oc1ccc(Cl)cc1)n1cncn1 (stereo not drawn) | 83 | -11
C[C@]12CC[C@@H](O)CC1CC[C@@H]1[C@@H]2CC[C@]2(C)C(=O)CC[C@@H]12 (stereo partly drawn) | 95 | .
CC(C)NC(C)Cc1ccc(I)cc1 (stereo not drawn) | 86 | .
CC1=C[C@@H]2c3cccc4[nH]cc(c34)C[C@H]2N(C)C1 | 95 | .
NCCc1c[nH]c2ccc(C(N)=O)cc12 | 89 | .
O=C1CC(=O)N(c2ccc(Cl)c(Cl)c2)C(=S)N1 | . | -8
COc1ccccc1-n1c(-c2ccoc2)nc2ccccc2c1=O | 65 | 2
CCOCCCNC(=O)CN1C2CCC1CC(O)(c1ccc(OC)cc1)C2 (stereo not drawn) | 91 | -1
Cc1ccc(N2C(=O)NC(=O)/C(=C\C=C\c3ccccc3)C2=O)cc1 | . | 10
O=[N+]([O-])c1ccc(CCNC2CCCCC2)cc1 | . | 7
O=[N+]([O-])c1ccc(NCCOc2cccc3ccccc23)c2ncccc12 | . | 0
CC(=NCCCO)c1c(O)n(Cc2ccccc2)c(=O)[nH]c1=O | 90 | 5
CCCC(C)C(=O)NC1CCSC1=O (stereo not drawn) | 97 | 9
COc1ccc(CCNCc2ccccn2)cc1 | . | 6
CC(N)C(=O)c1ccco1 (stereo not drawn) | 97&65 | 8
O/N=C1\C2CCN(CC2)C1Cc1ccccc1O (stereo not drawn) | . | 3
COc1ccc(-c2nc(CS(=O)CC(=O)N3CCC4(CC3)OCCO4)c(C)o2)cc1 (stereo not drawn) | 84 | -6
CCCCn1c(=O)c(C(=O)Nc2ccccc2S(N)(=O)=O)c(O)c2ccccc21 | . | 3
CCC1(CCC(C)C)C(=O)NC(=O)N(C(=O)c2ccc(F)cc2)C1=O (stereo not drawn) | . | -7
O=c1c2ccccc2nc(/C=C/c2ccc(Cl)cc2)n1-c1ccccc1O | . | 4
N#CC(=Cc1ccc(O)c(O)c1)C(N)=S | 82 | .
C[N+]12CCC(CC1)C(C#N)(N1CCOCC1)C2 (stereo not drawn) | 117 | 7
CCCCCCC(C)(C)c1ccc([C@@H]2C[C@H](O)CC[C@H]2CCCO)c(O)c1 | 80 | .
